From PubChem BioAssay
DENV2 CPE rescue: protects cells from dengue virus 2 cytopathic effect | DENV2-infected cells, cytopathic effect rescue, plate reader | CPE inhibition, % at 9.99 µM | hit rate 1.7% among 350,000 | AID 651640; in the data active = CPE inhibition above about 20%, passing the limit was not always enough; inconclusive = no clear call, values can overlap the other calls; tested in BHK-21 cells;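 also: 0% = median of neutral control wells and 100% = median of positive control wells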
E-sel inducer: E-selectin induction on HUVECs | P16581 | HUVEC E-selectin immunofluorescence imaging; normalized: neutral wells 0, TNF-alpha wells 100 | activation, % at 7.58 µM | hit rate 0.37% among 260,000;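 active = mean E-selectin-positive cell signal at least 10% of the positive control, reached in at least 60% of replicates, without over 20% cell loss; inconclusive = no rule given, readout overlaps actives, possibly toxicity-flagged; inactive = the rest, including those meeting only one limit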;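 also: in these data hits start at about 27%; measured in HUVEC primary endothelial cells; signal is the percent of cells scored E-selectin positive by PE staining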
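material = human umbilical vein endothelial cells (HUVEC), E-selectin induction | quantity = 3,000 cells/well | medium = EGM-2 growth medium on 0.1% gelatin-coated wells | technique = immunofluorescence imaging | read-out basis = % PE-positive cells | control set = TNF-alpha positive control, DMSO neutral control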
SIRT5 inh: sirtuin-5 (human) deacylase inhibition. Q9NXA8. Purified SirT5, succinyl-peptide AMC, trypsin-coupled fluorescence. inhibition, % at 15 µM. hit rate 1.1% among 330,000; in the data active = inhibition above about 15%; inconclusive = no clear call, values can overlap the other calls
Target sequence (Q9NXA8 whole entry, looked up): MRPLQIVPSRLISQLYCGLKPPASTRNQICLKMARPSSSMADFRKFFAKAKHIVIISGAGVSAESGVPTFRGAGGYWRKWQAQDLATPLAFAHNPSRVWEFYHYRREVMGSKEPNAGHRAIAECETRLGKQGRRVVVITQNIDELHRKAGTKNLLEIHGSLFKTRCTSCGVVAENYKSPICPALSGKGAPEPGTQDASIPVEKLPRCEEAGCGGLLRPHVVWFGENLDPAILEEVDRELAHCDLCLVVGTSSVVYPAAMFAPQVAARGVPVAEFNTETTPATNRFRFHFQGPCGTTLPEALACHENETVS
C2C12 statin: suppression of simvastatin myotoxicity | C2C12 myotubes + simvastatin, ATP luminescence, 48 h; scaled: DMSO 0, geranylgeraniol control 100 | rescue of ATP level, % at 7.49 µM | hit rate 0.78% among 330,000;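 active = mean ATP rescue above about 67%, or every replicate alone reaching that limit, limit read from the data, passing the limit was not always enough; inconclusive = no clear call, values can overlap the other calls; inactive = mean under the limit and some replicate under it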;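 also: myotubes were challenged with 10 µM simvastatin during compound exposure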
S100A4 MyoIIA: inhibitors of human S100A4 binding to myosin IIA peptide; hit rate 0.14% among 360,000; P26447; inhibition, % at 10.7 µM; S100A4/TAMRA-MyoIIA peptide fluorescence polarization; AID 652163;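 active = mean inhibition of at least 70% across replicates, with every replicate also reaching that level; inconclusive = mean inhibition reaches 70% but some replicates fall short; inactive = mean inhibition below 70%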
Target sequence (P26447 whole entry, looked up): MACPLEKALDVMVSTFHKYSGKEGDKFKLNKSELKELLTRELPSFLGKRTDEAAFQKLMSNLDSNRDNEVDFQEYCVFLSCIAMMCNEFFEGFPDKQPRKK
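Assay system: human S100A4 monomer with TAMRA-labelled myosin IIA peptide / Buffer or medium: Calcium-containing HEPES buffer, pH 7.2 / Reagent: TAMRA-labelled myosin IIA heavy-chain peptide probe, 5 nM / Compound: one dose per compound / Timing: polarization read 5 min after assay mix addition, stable 5–60 min / Benchmarks: neutral control DMSO, positive control TFP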
ERp5 block: ERp5 (human) disulfide isomerase inhibition; Q15084; ERp5 insulin aggregation, absorbance 650 nm, 90 min; inhibition, % at 9.99 µM; hit rate 0.05% among 350,000; AID 651711;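 active = mean replicate inhibition above about 25%, with every replicate also reaching it, limit read from the data, passing the limit was not always enough; inconclusive = only one of those two criteria met; inactive = neither criterion met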
Target sequence (Q15084 whole entry, looked up): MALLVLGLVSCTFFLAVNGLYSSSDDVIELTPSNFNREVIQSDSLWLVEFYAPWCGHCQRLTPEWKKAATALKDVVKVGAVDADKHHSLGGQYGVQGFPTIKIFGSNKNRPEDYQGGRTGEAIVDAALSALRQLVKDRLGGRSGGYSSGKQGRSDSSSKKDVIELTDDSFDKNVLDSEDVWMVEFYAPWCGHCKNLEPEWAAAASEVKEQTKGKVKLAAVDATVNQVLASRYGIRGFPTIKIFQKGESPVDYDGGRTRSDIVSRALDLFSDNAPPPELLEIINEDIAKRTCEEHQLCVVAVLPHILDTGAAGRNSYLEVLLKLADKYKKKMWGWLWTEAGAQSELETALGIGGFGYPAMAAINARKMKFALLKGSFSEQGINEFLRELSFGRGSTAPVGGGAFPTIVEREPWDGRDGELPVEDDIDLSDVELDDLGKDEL
PglD DTNB: inhibitors of Campylobacter jejuni PglD acetyltransferase | purified PglD enzyme, DTNB colorimetric CoA detection | inhibition, % at 12.5 µM | hit rate 0.098% among 360,000; in the data active = inhibition above about 16%, passing the limit was not always enough; inconclusive = no clear call, values can overlap the other calls; also: strong numbers were not always called active
Numbers without * were called inactive; ? = inconclusive; . = not tested or not shown; & = joins results of further samples. Not all compounds are listed; rates above refer to the full screens.

SMILES	DENV2 CPE rescue	E-sel inducer	SIRT5 inh	C2C12 statin	S100A4 MyoIIA	ERp5 block	PglD DTNB
COc1ccc(C(=O)N/N=C/c2ccccn2)cc1	6	0.5	.	1	-4	3	0
C=CCn1c(N2CCCCCC2)nc2c1c(=O)n(C)c(=O)n2C	.	.	.	-11	-12	.	-1
COc1cc2c(cc1OC)CN(CC(=O)Nc1cccc(C(F)(F)F)c1)CC2	?	-0.1	-2	-16	-5	0	-1
O=C(NN1CCCCC1)c1ccc(COc2ccc(Cl)cc2)cc1	7	16	-3	.	-3	-2	.
COc1ccc(-c2noc(C3CCCN(C(=O)c4ccccc4C)C3)n2)cc1 (stereo not given)	-7	.	0	-12	-1	-2	-4
CCn1ccnc1CN(C)Cc1cn(-c2cccc(C)c2)nc1-c1cccc(F)c1	11	.	0	-4	-9	3	-4
O=C(CCC(=O)N1CCOc2ccccc21)NC1CCCCCC1	-5	0.0	6	2	3	-5	-5
N#C[C@H]1[C@@H](c2ccc(C#CC3(O)CCCC3)cc2)[C@H](CO)N1C(=O)C1CC1	14	0.1	-2	-26	2	0	0
CCN(c1ccccc1)S(=O)(=O)c1cc(C(=O)NCC(c2ccc(OC)cc2)N(C)C)ccc1C (stereo not given)	6	0.3	-8	-71	-11	4	2
Cc1ccc(S(=O)(=O)N2CCN(C(=O)c3cc(S(=O)(=O)N4CCOCC4)ccc3F)CC2)cc1	2	0.7	1	-12	-5	0	3
N#CCCN(C(=O)COC(=O)C1CCN(S(=O)(=O)c2cccs2)CC1)c1ccccc1	-4	.	.	.	5	3	.
C[C@@H]1CCCCO[C@@H](CN(C)C(=O)c2ccncc2)[C@H](C)CN([C@@H](C)CO)C(=O)c2cc(NC(=O)Cc3ccccc3)ccc2O1	-7	.	5	5	0	0	1
COCCNC(=O)Cn1nc(-c2ccccc2)c2ccccc2c1=O	17	0.1	-6	-3	-10	7	4
CCN1C(=O)[C@H]2[C@@H](c3ccc(C)cc3)N3C(=O)N(c4ccc(OC)cc4)C(=O)[C@@]3(Cc3ccc(Cl)cc3)[C@H]2C1=O	9	-0.1	1	20	-1&-1	2&-4	-2
COc1ccc(S(=O)(=O)N2CCC(C(=O)NCc3ccc(C)cc3)CC2)cc1	0	0.0	.	9	-3	3	1
CO[C@@H]1CN(C)C(=O)c2ccc(NC(=O)C3CCCCC3)cc2OC[C@H](C)N(Cc2nccs2)C[C@@H]1C	2	0.1	4	4	-5	-4	5
CCN(CC(=O)Nc1c(F)cccc1F)C(=O)C1CC1	3	-1.1	-2	4	-3	5	0
CCc1c(C)sc(NC(=S)N2CCN(C(=O)C3CCCO3)CC2)c1C(=O)OC (stereo not given)	-5	.	-29	10	0	1	-1
COc1cccc(-n2c(Cc3cc(=O)[nH]c(=O)[nH]3)nnc2SC(C)C)c1	-4	.	.	-7	-3	-2	-2
CC(NC(=O)c1ccccc1NC(=O)CN1CCN(c2ccccc2O)CC1)c1ccccc1 (stereo not given)	13	.	2	3	1	3	-1
Cn1cnc2c(=O)[nH]cc([N+](=O)[O-])c21	-1	0.5	0	.	-2	-3	.
COc1ccc(NC(=O)N(C)C[C@H]2OCc3ccccc3-c3c(n(C)c4ccccc34)C(=O)N([C@H](C)CO)C[C@@H]2C)cc1	-2	-0.4	14	.	4	-4	0
CC[C@H](C)[C@H](NC(N)=O)C(=O)NCCc1ccc(OC)cc1	2	-0.1	-4	12	-3	1	-7
CSc1nc2ccc(NC(=O)c3ccc(F)c(F)c3)cc2s1	-3	.	-1	.	-6	-3	.
Cc1cc(C)c(S(=O)(=O)N2CCCCC2CCNC(=O)C(=O)NCc2ccccn2)c(C)c1 (stereo not given)	15	.	-3	-8	-1	-1	0
CC(=O)c1cccc(NC(=O)C2Cc3c(-c4ccccc4)ccnc3O2)c1 (stereo not given)	?	1.3	-2	-14	2	9	-4
CCN(CC)S(=O)(=O)c1cc(NC(=O)COC(=O)c2sc3ccccc3c2Cl)ccc1C	-6	.	-5	.	-2	-1	-1
COc1ccc(NC(=O)Cc2nnc(SCC(=O)NC3=NCCS3)n2C)cc1	-2	0.4	.	4	-1	1	-1
C/C=C/c1ccc([C@H]2[C@H](CO)N3CCCCN(C(=O)Nc4cc(F)ccc4F)C[C@@H]23)cc1	0	1.0	1	9	-2	-4	-13
CCCc1cc(NCCCCO)n2c(nc3ccccc32)c1C#N	.	-2.3	.	-9	.	.	-5
Cc1cc(C)c(S(=O)(=O)N2CCN(c3ccc([N+](=O)[O-])c(NCc4ccco4)c3)CC2)c(C)c1	-6	.	2	-11	1	2	6
CCN1CCCC1CNC(=O)c1ccc(N2CCOCC2)c(NS(=O)(=O)c2ccc(OC)cc2)c1 (stereo not given)	?	.	-4	.	1	0	.
C[C@H](NC(=O)C[C@@H]1C[C@H]2c3cc(NC(=O)CN(C)C)ccc3O[C@H]2[C@@H](CO)O1)c1ccccc1	2	-0.3	-4	6	10	2	0
COc1ccc(CNC(=O)C(C)Sc2nc3ccccc3c(=O)n2CCCN2CCOCC2)cc1 (stereo not given)	-1	1.1	.	.	-2	-1	.
CCCCN(CCCC)CCNC(=O)c1cn(C)c2ccc(S(=O)(=O)N3CCCC3)cc2c1=O	3	.	-1	-5	-2	0	-2
O=C1/C(=C/c2ccccc2)CCC1C1CCCC1 (stereo not given)	.	0.1	.	-7	.	.	2

Arranged by molecular weight (smallest number first): part of the list above.
SMILES	DENV2 CPE rescue	E-sel inducer	SIRT5 inh	C2C12 statin	S100A4 MyoIIA	ERp5 block	PglD DTNB
COc1ccc(NC(=O)Cc2nnc(SCC(=O)NC3=NCCS3)n2C)cc1	-2	0.4	.	4	-1	1	-1
C/C=C/c1ccc([C@H]2[C@H](CO)N3CCCCN(C(=O)Nc4cc(F)ccc4F)C[C@@H]23)cc1	0	1.0	1	9	-2	-4	-13
CCN(CC)S(=O)(=O)c1cc(NC(=O)COC(=O)c2sc3ccccc3c2Cl)ccc1C	-6	.	-5	.	-2	-1	-1
CCN1CCCC1CNC(=O)c1ccc(N2CCOCC2)c(NS(=O)(=O)c2ccc(OC)cc2)c1 (stereo not given)	?	.	-4	.	1	0	.

Next results follow:
SMILES	DENV2 CPE rescue	E-sel inducer	SIRT5 inh	C2C12 statin	S100A4 MyoIIA	ERp5 block	PglD DTNB
CN(C)S(=O)(=O)c1cccc(NC(=S)NC(=O)c2ccco2)c1	-3	0.3	1	3	2	2	-1
Oc1[nH]c2ccccc2c1N=Nc1ccc(F)cc1	1	.	2	.	33	-3	.
O=C(Nc1cc(F)ccc1F)N1CCCCN2[C@H](CO)[C@H](c3ccc(-c4ccccc4)cc3)[C@H]2C1	62*	-0.9	29*	.	-3	-1	-6
CO[C@@H]1CC[C@H]2CCOc3ccc(C#N)cc3C(=O)N(C)CCCC(=O)N(C)C[C@H]1O2	1	0.2	1	10	-1	-3	1
COc1ccccc1OC(C)C(=O)N1CC(=O)Nc2ccccc21 (stereo not given)	?	0.0	2	9	-4	-1	-1
COc1ccc(NC(=O)Nc2cccc3c2O[C@H](CN(C)Cc2ccncc2)[C@H](C)CN([C@H](C)CO)C3=O)cc1	16	.	9	3	48	6	-5
Nc1ccn([C@@H]2O[C@H](C(=O)N[C@H](Cc3ccccc3)C(=O)N3CCN(CC(=O)N4CCCC4)CC3)[C@@H](O)[C@H]2O)c(=O)n1	-1	-0.2	-3	.	-10	-2	.
O=C(c1ccncc1)N1C[C@@H]2[C@H](c3ccccc31)[C@@H](CO)N2Cc1ccccc1F	-2	-0.1	-2	-4	19	5	-3
C[C@@H]1CCCCO[C@@H](CN(C)Cc2ccc3c(c2)OCO3)[C@H](C)CN([C@H](C)CO)C(=O)c2cc(NC(=O)c3ccncc3)ccc2O1	6	-0.2	2	.	3	-1	1
CC(=O)Nc1ccc(/C=N/Nc2nc3ccccc3[nH]2)cc1	-5	.	-1	.	-5	6	.
COc1cc(C)ccc1OCc1cc(C(=O)NCCN2CCOCC2)no1	?	-0.2	-4	4	5	4	-1
O=C(N[C@H]1CC[C@H](CCn2cc(C3(O)CCCC3)nn2)O[C@H]1CO)C1CC1	-5	-0.3	11	10	2	-11	2
CCC(C)[C@H]1CNCCN1CCc1cccc(F)c1 (stereo not given in full)	-12	0.5	-7	-2	-4	-5	4
Cc1ccccc1SCC(=O)N/N=C/c1ccc(F)cc1	-2	.	-1	-1	3	-2	-5
CCn1c(SCC(=O)NNC(=O)c2ccco2)nnc1-c1ccco1	?	.	2	-2	-8	-7	-2
Cc1c(Cl)c(C(=O)N2CCCCCC2)nn1C	5	3.3	-1	6	15	-10	-1
CCc1nc2ccc(C(=O)NCc3cccs3)cn2c1N(CC)Cc1cccc(Br)c1	?	1.0	3	-8	1	-2	-7
C[C@H](O)C#Cc1ccc2c(c1)O[C@@H](CN(C)Cc1ccncc1)[C@H](C)CN([C@@H](C)CO)S2(=O)=O	-2	0.6	1	-23	5	3	0
COC(=O)c1ccccc1NC(=O)C1=CC(c2cccs2)=NS(=O)(=O)N1C	-3	-0.6	1	-5	0	1	4
O=C(C(=O)N1CCC(c2ccccc2)CC1)c1cccc([N+](=O)[O-])c1	18	-0.3	.	.	0	1	.
Cc1cccc(OCC(O)CN2CCN(c3ccccn3)CC2)c1C (stereo not given)	0	.	2	-4	2	2	3
O=C(Nc1ccc(F)cc1)N[C@@H]1C[C@@H]2O[C@H](CO)CC[C@@H]2O[C@@H]1CCc1ccc(C2=CCCC2)cc1	9	.	2	.	0	4	.
CCN(Cc1nc2ccccc2c(=O)[nH]1)C(=O)c1cccc(NC(=O)c2cccs2)c1	0	2.1	-1	-8	-1	1	2
CC(=O)c1cn(Cc2ccccc2)c(=O)[nH]c1=O	.	1.6	-5	.	6	-3	.
C[C@H](CO)N1C[C@H](C)[C@@H](CN(C)S(=O)(=O)c2ccccc2)Oc2ccc(NC(=O)Cc3cn(C)c4ccccc34)cc2CC1=O	-9	-0.1	8	45	-12	6	2
COc1ccccc1C(=O)NC(=O)COC(=O)c1ccco1	-1	0.4	-5	13	10	2	2
CCCS(=O)(=O)NC(=O)C1(C)CCCN(C(=O)c2cccc(Cl)c2)C1 (stereo not given)	?	-0.1	-4	1	2	-8	2
COc1ccc(S(=O)(=O)Nc2cc(C)ccn2)cc1OC	.	.	-6	18	-8	5	-4
COCCOC(=O)C(CC(=O)O)NCc1ccco1 (stereo not given)	2	0.8	-5	11	-1	1	1
CC(C)c1ccc2c(c1)CCC1C(C)(CN)CCCC21C (stereo not given)	8	0.1	-6	-18	-12	-4	6
COC(=O)C[C@H]1CC[C@@H]2[C@H](COc3ccc(NC(=O)c4cccc(Cl)c4)cc3C(=O)N2C)O1	?	-0.1	3	9	12	-2	0
O=C(CC1CC1)N1CC2(C1)[C@H](c1ccccc1)[C@H](CO)N2Cc1cccc(F)c1	-4	0.0	0	.	-3	-1	.
COc1ccc([N+](=O)[O-])cc1NS(=O)(=O)Cc1ccccc1	12	0.2	-3	7	2	3	4
O=C(O)c1cnc(-c2ccccc2)nc1C(F)(F)F	.	0.6	-4	.	5	-1	.
CC(C)CC(NC(N)=O)C(=O)OCC(=O)N(Cc1ccccc1)Cc1ccccc1 (stereo not given)	5	0.5	2	.	21	6	.
CC1(C(=O)NS(=O)(=O)C2CC2)CCCN(C(=O)c2cccs2)C1 (stereo not given)	-2	0.0	.	1	1	1	2
CS(=O)(=O)c1nsc2nc(=O)c(/C=C3\C=Nc4ccccc43)c(N)n12	15	6.5	3	13	-2	1	-15
CCC(=O)Nc1ccc2c(c1)C(=O)N(C)[C@H]1CC[C@H](CC(=O)NCCN3CCCCC3)O[C@@H]1CO2	-8	0.1	-3	7	-22	-28	-3
